Source: PubChem BioAssay
TDP1 block = qHTS Assay for Inhibitors of Tyrosyl-DNA Phosphodiesterase (TDP1) | recombinant TDP1, AlphaScreen DNA substrate cleavage | 350,000 tested, 0.28% active | Tyrosyl-DNA phosphodiesterase 1 (Homo sapiens), Q9NUW8 | Potency, µM (doses to about 130 µM), for inactives: at the highest dose activity change, negative = inhibition, usual class: inhibitors; further: nearly all actives have a fitted effect of over 40% in size
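Signal: AlphaScreen proximity between streptavidin donor and anti-FITC acceptor beads on intact substrate. Reaction: Tdp1 1 nM, substrate 15 nM final, 5 min RT after 15 min compound preincubation.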
DT40 TDP1 no CPT = qHTS for Inhibitors of human tyrosyl-DNA phosphodiesterase 1 (TDP1): qHTS in cells in absence of CPT; DT40 Tdp1-/- hTDP1 cells, no CPT, ATP luminescence, 48 h; Potency, µM (highest dose often 46.2 µM), without a hit: at the highest dose activity change, negative = growth inhibition, hits mostly inhibitors; 420,000 tested, 15% active; further: nearly all actives have a fitted effect of over 55% in size
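Growth of hTDP1-complemented DT40 Tdp1-knockout cells is measured by ATP luminescence after at least 48 hr compound exposure at 37 °C, with DMSO substituting for the 20 nM CPT used in the parallel screen.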
GCN5L2 inh = qHTS Assay for Inhibitors of GCN5L2; Histone acetyltransferase KAT2A (Homo sapiens), Q92830; AID 504327, 2011; Potency, µM (top dose mostly 58.9 µM), without a hit: at the top dose activity change, negative = inhibition, hits mostly inhibitors; 390,000 tested, 0.21% active; GCN5L2 HAT assay, ThioGlo1 CoA-SH fluorescence
Target sequence (Q92830 whole entry, looked up): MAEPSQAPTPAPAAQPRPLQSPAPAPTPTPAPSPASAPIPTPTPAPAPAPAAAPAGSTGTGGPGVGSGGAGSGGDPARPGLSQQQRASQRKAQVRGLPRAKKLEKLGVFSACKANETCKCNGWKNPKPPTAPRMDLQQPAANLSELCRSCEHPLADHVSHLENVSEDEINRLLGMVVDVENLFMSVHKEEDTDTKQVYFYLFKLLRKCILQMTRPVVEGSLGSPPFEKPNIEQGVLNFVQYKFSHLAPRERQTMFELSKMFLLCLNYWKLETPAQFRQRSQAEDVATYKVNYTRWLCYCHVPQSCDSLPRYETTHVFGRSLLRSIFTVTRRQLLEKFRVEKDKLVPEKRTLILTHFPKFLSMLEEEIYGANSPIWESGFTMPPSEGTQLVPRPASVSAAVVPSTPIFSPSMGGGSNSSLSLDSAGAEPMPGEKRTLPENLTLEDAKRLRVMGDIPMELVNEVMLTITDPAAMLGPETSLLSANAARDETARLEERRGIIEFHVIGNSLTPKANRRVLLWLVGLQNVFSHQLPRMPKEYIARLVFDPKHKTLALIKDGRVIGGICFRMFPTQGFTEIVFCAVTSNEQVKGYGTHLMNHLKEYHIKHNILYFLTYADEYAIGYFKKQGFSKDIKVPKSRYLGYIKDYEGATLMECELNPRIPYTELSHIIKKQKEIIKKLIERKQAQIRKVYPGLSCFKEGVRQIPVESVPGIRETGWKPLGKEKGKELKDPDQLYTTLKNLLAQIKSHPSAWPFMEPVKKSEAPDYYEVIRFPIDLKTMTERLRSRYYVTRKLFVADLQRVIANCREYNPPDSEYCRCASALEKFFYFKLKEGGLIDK
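Compounds, pin-transferred from DMSO stocks, meet 20nM GCN5L2 for 15 min before the reaction begins with H3(1-25) peptide (75uM) and acetyl-CoA (70uM). Thiol-reactive ThioGlo1 reports CoA release over 20 min at room temperature.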
* = called active by the depositor; ? = inconclusive; . = no result given; & = joins results of further samples; [ ] = dose if it differs, or a comment. The call rests on the fitted dose curve; in most records, active means well fitted curve in the direction sought with a large enough effect; inconclusive means small, poorly fitted or top-dose-only effect, or another doubt; inactive means no such curve, though single readings can be large; an effect the other way counts as inactive or inconclusive. On the % scale 0 is the no-effect control and ±100 the full control effect; potency means the concentration at half of the fitted maximal effect. These rows are one share of the data; count on the stated rates, not on these rows.

SMILES | TDP1 block | DT40 TDP1 no CPT | GCN5L2 inh
CC1(C)CCC[C@]2(C)[C@H]3Cc4cc(O)ccc4O[C@]3(C)CC[C@@H]12 | 5% | ? | -21%
COc1ccc(OC)c(NC(=O)CCNS(=O)(=O)c2cccs2)c1 | 7% | -17% | -1%
O=C(NC(=S)Nc1ccc(N2CCOCC2)cc1)c1ccco1 | 0% | -29% | 1%
COc1cccc(OCCSc2nc(C)c(Cc3ccccc3)c(=O)[nH]2)c1 | -2%&-2% | -26%&-19% | -3%&-6%
COc1ccc(-c2cnnc(N/N=C/c3c(C)nn(-c4ccccc4)c3Cl)n2)cc1 | 0% | 5.2µM* | -10%
CCOc1ccccc1NC(=O)c1cc(=O)c2ccccc2o1 | 1% | -12% | -1%
Cc1nn(-c2cccc(Cl)c2)c2nc(-c3ccco3)cc(C(=O)O)c12 | -8% | -25% | -24%
Cc1ccc(-n2nnc3c(SCC(=O)NCC4CCCO4)ncnc32)cc1 (centres undefined) | 8% | 12µM* | -2%
COC(=O)c1ccc(C(=O)OC)c(NC(=O)CN2CCN(c3ccccc3OC)CC2)c1 | 2% | 26µM* | -18%
Cc1cc(NC(=O)CSc2nnc(-c3ccccc3F)n2C)no1 | 1% | 18% | 0%

Entries of single compounds from above. Values in the order: TDP1 block | DT40 TDP1 no CPT | GCN5L2 inh
Cc1ccc(-n2nnc3c(SCC(=O)NCC4CCCO4)ncnc32)cc1 (centres undefined) reads 8% | 12µM* | -2%
COC(=O)c1ccc(C(=O)OC)c(NC(=O)CN2CCN(c3ccccc3OC)CC2)c1 reads 2% | 26µM* | -18%
Cc1nn(-c2cccc(Cl)c2)c2nc(-c3ccco3)cc(C(=O)O)c12 reads -8% | -25% | -24%
COc1ccc(-c2cnnc(N/N=C/c3c(C)nn(-c4ccccc4)c3Cl)n2)cc1 reads 0% | 5.2µM* | -10%

(listing goes on)
SMILES | TDP1 block | DT40 TDP1 no CPT | GCN5L2 inh
COc1cc2nc(N(CCCN(C)C)C(=O)c3ccc(S(=O)(=O)N(C)C4CCCCC4)cc3)sc2cc1OC | . | 16µM* | -6%
COc1ccc(OCc2cc(C(=O)N3CCN(CC4CC4)CC3)no2)c(Cl)c1 | 2% | ? | 1%
CCc1c(C(=O)N2CCOCC2)csc1C | 0% | -1% | -1%
CSc1ccc(-c2c(C#N)c(N)nc3c2c(C)nn3-c2ccccc2)cc1 | 2% | ? | -17%
COc1cc(OC)c(CN2CCc3c([nH]c4ccccc34)C2)cc1Br | . | ? | -12%
CCOCCCNC(=O)C(c1ccccc1)N(Cc1cccs1)C(=O)CNC(=O)c1ccccc1 (centres undefined) | 0% | ? | 5%
Cc1cc(C)c(S(=O)(=O)C(C)C)c(=O)[nH]1 | -1% | 1% | -6%
COc1ccc(/C=N/NC(=O)CNC(=O)c2ccncc2)cc1OC | . | -4% | -25%
CC(C)Cc1ccc(CN2CCCC(NC(=O)CCN3CCCCC3=O)C2)cc1 (centres undefined) | 6% | ? | 0%
O=C1CCc2cc(S(=O)(=O)N3CCCC3C(=O)NC3CCCCCCC3)ccc2N1 (centres undefined) | 4% | ? | -3%

Laid out differently: 2 of the compounds above.
> COc1cc(OC)c(CN2CCc3c([nH]c4ccccc34)C2)cc1Br
  TDP1 block = . | DT40 TDP1 no CPT = ? | GCN5L2 inh = -12%

> COc1ccc(OCc2cc(C(=O)N3CCN(CC4CC4)CC3)no2)c(Cl)c1
  TDP1 block = 2% | DT40 TDP1 no CPT = ? | GCN5L2 inh = 1%

Going on with the list.
SMILES | TDP1 block | DT40 TDP1 no CPT | GCN5L2 inh
Nc1[nH]n(-c2ccccc2)c(=O)c1N=Nc1ccc2c(c1)OCCO2 | 10% | ? | -9%
O=C(O)CSC(C(=O)Nc1ccc(C(F)(F)F)cc1)c1ccccc1 (centres undefined) | 0% | -7% | -1%
O=C1CCCN1CCCN1C(=O)N[C@@H](Cc2ccccc2)C1=O | 5% | -13% | 0%
CON/C=C(\C=Nc1ccccc1)c1ncc(C(F)(F)F)cc1Cl | 2% | 0% | 0%
CCN(C(=O)COC(=O)Cn1cnc2c1c(=O)n(C)c(=O)n2C)C1CCS(=O)(=O)C1 (centres undefined) | 2% | 3% | -22%
CCOC(=O)C(=O)Nc1ccccc1C(=O)Nc1ccc(OC)cc1 | -6% | -4% | -3%
NC(=O)[C@@H]1CCCNc2c(I)cc([N+](=O)[O-])cc2C(=O)N[C@@H](CCCN=C(N)N)C(=O)N[C@@H](CCCN=C(N)N)C(=O)N1 | -4% | . | 0%
CCCCn1nc(NC(=O)CC(C)C)c2cc3cc(OC)ccc3nc21 | . | -5% | -2%
Cc1ccc(O)c(CNc2nc3ccccc3n2C(C)C)c1 | . | ? | -1%
COc1ccc(/C(C)=N/NC(=O)c2ccc(CSc3nncn3C)cc2)cc1 | 9% | -1% | -5%
C/C(=N\Nc1nncc2ccccc12)c1ccc(C(C)(C)C)cc1 | . | ? | -30%
Cc1ccc(NC(=O)Cn2ccn(Cc3ccc(Cl)cc3)c(=O)c2=O)cc1C | 8% | 5% | -6%
Cc1ccccc1-c1nc(Cc2ccccc2)no1 | ? | ? | -4%
Cc1ccc2nc(SCC(=O)Nc3ccc4[nH]c(=O)[nH]c4c3)[nH]c2c1 | . | -2% | -1%
CCN1C(=O)/C(=C2\SC(=S)N(CCCOC)C2=O)c2ccccc21 | 5% | -23% | -5%
O=C(CSc1nnc(-c2ccccn2)n1Cc1ccco1)c1ccc(Cl)cc1 | 7% | 29µM* | -11%
Nc1nonc1NN=C1CCCCC1 | . | 12% | -4%
Cc1ccc(OC(C)C(=O)Nc2cc(C)on2)cc1 (centres undefined) | 0% | 10% | 2%
CCOC(=O)C(CC)(CC)/C(C)=N/NC(=O)CC#N | 1% | -12% | 2%
CCC(Oc1ccc(F)cc1)C(=O)Nc1nc2c(s1)CCCC2 (centres undefined) | 1% | 16µM* | -12%
CCCCS(=N)(=O)CCC(N)C(=O)O (centres undefined) | -9%&7%[56.1 µM] | -2% | -3%
O=C(c1ccccc1)C1CCN(c2ncccc2[N+](=O)[O-])CC1 | 3% | ? | 3%
O=C(N/N=C/c1cc([N+](=O)[O-])ccc1O)c1ccncc1 | 13% | ? | -13%
COc1ccc(NC(=O)C(CC(C)C)NC(=O)C2CCCCC2)c(OC)c1 (centres undefined) | -3%&6% | ? | -3%&-5%
CC(C)OC(=O)C[N+](C)(C)CCN1C(=O)C2C(c3ccccc3)C=CC(c3ccccc3)C2C1=O (centres undefined) | -2% | 16% | -10%
CC1CCCN(CCOc2ccc3ccccc3c2Br)C1 (centres undefined) | -5% | ? | -3%
O=C1CC(N(O)C2CC(=O)N(Cc3ccccc3)C2=O)C(=O)N1Cc1ccccc1 (centres undefined) | -1% | 10µM* | -4%
CCOC(=O)C1=C(C)N(CCCCCC(=O)O)C(=O)NC1c1ccc(Cl)cc1 (centres undefined) | . | -8% | -4%
CCn1c(SCc2cccc(F)c2)nnc1-c1cccnc1 | . | -9% | -2%
Cc1cc(Br)ccc1NC(=O)c1sc2ncnc(N3CCN(c4ccccn4)CC3)c2c1C | 1% | 2.6µM* | -14%
Cc1ccc(C)c(NC(=O)CSc2ncc3c(n2)-c2cc(Cl)ccc2N(Cc2ccccc2F)S3(=O)=O)c1 | 8% | ? | 5%
CC(=O)Nc1ccccc1C(=O)C(=O)Nc1ccc(Cl)cc1 | 3% | -21% | -6%
Cc1ccc(O)c(-c2cc(C(=O)Nc3c(C)n(C)n(-c4ccccc4)c3=O)[nH]n2)c1 | 3% | ? | -8%
O=C(CCS(=O)(=O)c1ccc2c(c1)NC(=O)CS2)NCCc1ccc(Cl)cc1 | 0% | ? | -5%
CC(C)CN(CC(C)C)c1ccc(/C=N/n2cnnc2)cc1[N+](=O)[O-] | 6% | ? | 4%
Cc1nc2scc(C)n2c(=O)c1S(=O)(=O)NCc1ccc(F)cc1 | 1% | -10% | -13%
C=CCOc1ccc(Cl)cc1CNCCCN1CCOCC1 | 2% | -26% | -6%
O=C(NCc1cccnc1)c1cc([N+](=O)[O-])ccc1N1CCOCC1 | 0% | -1% | -8%
OCCN1CCN(c2nc(-c3ccccc3)c3cc(Br)ccc3n2)CC1 | . | 9.2µM* | -6%
O=C1CCCC/C1=C/Nc1ccc(S(=O)(=O)Nc2ncccn2)cc1 | 5% | -19% | -6%
CNc1c([N+](=O)[O-])cnn1-c1ccc(Cl)cc1 | 6% | -7% | ?
O=C(O)c1cccc(-c2ccc(/C=C3/SC(=Nc4ccccc4)N(Cc4cccnc4)C3=O)o2)c1 | . | -19% | -9%
CCCS(=O)(=O)Nc1cccc(-c2cn3ccsc3n2)c1 | 5% | 26µM* | -8%
COc1ccc(C(=O)C2CCCN(S(=O)(=O)N(C)C)C2)c(C)c1 (centres undefined) | . | -16% | -14%
Cc1nc2nc[nH]c2cc1Br | -7% | -4% | -4%
CCN(CC)c1ccc([N+](=O)[O-])cc1C(=O)N1CCOCC1 | 0% | -6% | 2%
COc1ccc(N(C(=O)c2cccnc2)S(=O)(=O)c2cccc([N+](=O)[O-])c2)cc1 | -3% | ? | -1%
O=C(c1cc(S(=O)(=O)Nc2ccccc2F)c(Cl)cc1Cl)N1CCN(CCO)CC1 | 3% | -15% | -1%
CSc1ccccc1OCc1cc(C(=O)N2CCc3c(Cl)cccc3C2)no1 | 2% | ? | -13%
COc1ccc(OC)c(NC(=O)NCc2ccc(F)cc2)c1 | 8% | -13% | -4%

Some of the entries above, set out differently.
smiles: COc1ccc(N(C(=O)c2cccnc2)S(=O)(=O)c2cccc([N+](=O)[O-])c2)cc1
  TDP1 block: -3%
  DT40 TDP1 no CPT: ?
  GCN5L2 inh: -1%

smiles: O=C(c1cc(S(=O)(=O)Nc2ccccc2F)c(Cl)cc1Cl)N1CCN(CCO)CC1
  TDP1 block: 3%
  DT40 TDP1 no CPT: -15%
  GCN5L2 inh: -1%

smiles: CSc1ccccc1OCc1cc(C(=O)N2CCc3c(Cl)cccc3C2)no1
  TDP1 block: 2%
  DT40 TDP1 no CPT: ?
  GCN5L2 inh: -13%

(further entries)
SMILES | TDP1 block | DT40 TDP1 no CPT | GCN5L2 inh
COc1ccc(-c2csc(NCc3ccco3)n2)cc1C | 14% | ? | -3%
O=C(Nc1cccc(S(=O)(=O)N2CCOCC2)c1)C1CCCCN1S(=O)(=O)c1ccccc1 (centres undefined) | 1% | ? | -6%
O=C(Cn1cnc2ccccc2c1=O)NCc1ccc2c(c1)OCO2 | 0% | 5% | 1%
O=C(c1ccc(F)cc1)n1cc(C(=S)N2CCOCC2)c2ccccc21 | 8% | 12µM* | -9%
CC(CC(F)(F)F)N1CCC(n2nccc2NC(=O)CCOc2ccccc2)CC1 (centres undefined) | 3% | 1% | -8%
O=C(Cn1nc(-c2ccccc2)ccc1=O)NCCN1CCN(Cc2ccccc2)CC1 | 3% | -14% | 4%
CC1CCCCN1C(=O)c1ccc(COc2ccc([N+](=O)[O-])cc2)o1 (centres undefined) | 8% | -22% | -6%
COC(=O)c1[nH]c2cccc(OC)c2c1NC(=O)CCN1CCSCC1 | 9% | -19% | -4%
COCC(=O)NCc1ccc2c(c1)OCO2 | 2% | 0% | -3%
CCCCNC(=O)C(C)N(CCN(C)C)C(=O)CCCN1C(=O)NC(c2ccc([N+](=O)[O-])cc2)C(C(=O)OCc2ccccc2)=C1C (centres undefined) | 2%[56.1 µM] | 23µM* | -6%
COc1cccc(OC)c1NC(=O)Cc1nn(C)c(=O)c2ccccc12 | 3% | ? | -8%
O=C(CN(C(=O)c1ccc(Cl)cc1)N1C(=O)C2CCCCC2C1=O)c1ccc(Cl)cc1 (centres undefined) | -5% | -16% | -6%
O=c1oc2cc(S(=O)(=O)NCCCO)ccc2c2ccc(S(=O)(=O)NCCCO)cc12 | 0% | 4% | -1%
Cc1ccc2c(c1)CCCN2CC(=O)Nc1cccc(S(=O)(=O)N2CCCC2)c1 | 9% | ? | -10%
Cc1ccc(-c2cc(-c3ccc(F)cc3)nc(N)c2C#N)o1 | -5% | 18µM* | ?
Cc1ccc(SCC(=O)NN=C2CCN(C)CC2)cc1 | 2% | -2% | 0%
O=C(CSC1=NCCS1)Nc1cccc2ccccc12 | 2% | 16µM* | 19%
CCOc1c2ccc(C(=O)NC3CCCc4ccccc43)cc2nn1CC (centres undefined) | 6% | ? | -21%
CCc1ccc(NC(=O)[C@H](C)NC(=O)C2CCN(C(=O)[C@@H](N)C(C)C)CC2)cc1 | . | -2% | 20%
CCOCCCNS(=O)(=O)c1ccc(NC(=O)c2ccc(OC)c([N+](=O)[O-])c2)cc1 | -5% | ? | -2%
CCOC(=O)N1CCN(C(=O)/C(=C\c2cccs2)NC(=O)c2cccs2)CC1 | 7% | -6% | -10%
CCOc1ccc(N(CC(=O)Nc2cccnc2)S(=O)(=O)c2ccc(C)cc2)cc1 | -2% | ? | -24%
Cc1ccccc1OCC(=O)Nc1nnc(-c2ccncc2)s1 | -13% | -6% | -14%
Cc1oc2ncnc(N)c2c1C | 3% | ? | -3%
